# Source: PubChem (National Center for Advancing Translational Sciences (NCATS))
# Abeta rescue: restores growth of yeast expressing A-beta42 peptide | yeast expressing A-beta42, growth rescue, OD600, 48 h; response scale: 0% DMSO, 100% iron-clioquinol control | Potency, µM (series often up to 46.1 µM), for inactives: top-dose growth rescue, usual class: activators | hit rate 0.063% among 410,000; note: potency is the fitted concentration of half-maximal effect; nearly all actives have a fitted effect of over 55% in size
#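 Yeast A-beta toxicity model in growth medium with pinned compounds, 48 h at 30 C; growth read as absorbance at 600 nm. Normalized to FeCl3/clioquinol equimolar mix (positive) and DMSO (negative).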
# DRD3 antagonist: blocks the human D3 dopamine receptor; D3R cells, DiscoveRx beta-arrestin luminescence, antagonist mode; stronger effect = lower value; max response, negative = inhibition, %; hit rate 2.5% among 360,000; in the data active = max response below about -50%; inconclusive = no clear call, values can overlap the other calls; note: % is set by controls: 0 for no effect and ±100 for the full control effect; mostly tested at two doses, the higher about 12 µM
#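 Cells plated overnight at 1500 cells/well, then exposed to library compounds with dopamine controls for 90 minutes at 37 degrees C. DiscoveRx reagent added for 30–60 minutes at room temperature; luminescence read, quantitative HTS format.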
# FUS yeast rescue: rescues growth of FUS-expressing yeast; S. cerevisiae FUS-expressing, growth rescue, OD600, 24 h; Potency, µM (top dose mostly 76.6 µM), for inactives: top-dose growth rescue (activation), most hits filed as activators; hit rate 0.24% among 390,000;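 note: potency is the fitted concentration of half-maximal effect; plate controls were DMSO vehicle for no effect and reference control for full effect; nearly all actives have a fitted effect of over 55% in size; some results filed as inactive show a strong effect at the top dose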
#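 Galactose (2%) drives FUS expression in yeast precultured in raffinose; seeding density OD 0.005. Test compounds incubated 24hr at 30C and 99% humidity before absorbance at 600 nm was measured.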
# GLP1R inv ag: inverse agonists of human GLP-1 receptor | HEK293 GLP-1R CRE-luciferase, luminescence, 24 h; GLP-1R form is constitutively active | AID 624417 | hit rate 1.6% among 410,000 | P43220 | Potency, µM (titrated, usually from 38.3 µM), for inactives: at the highest dose activity change, negative = inhibition, usual class: inhibitors; note: potency is the fitted concentration of half-maximal effect; % is set by controls: 0 for no effect and ±100 for the full control effect; nearly all actives have a fitted effect of over 55% in size
# Target sequence (P43220 whole entry, looked up): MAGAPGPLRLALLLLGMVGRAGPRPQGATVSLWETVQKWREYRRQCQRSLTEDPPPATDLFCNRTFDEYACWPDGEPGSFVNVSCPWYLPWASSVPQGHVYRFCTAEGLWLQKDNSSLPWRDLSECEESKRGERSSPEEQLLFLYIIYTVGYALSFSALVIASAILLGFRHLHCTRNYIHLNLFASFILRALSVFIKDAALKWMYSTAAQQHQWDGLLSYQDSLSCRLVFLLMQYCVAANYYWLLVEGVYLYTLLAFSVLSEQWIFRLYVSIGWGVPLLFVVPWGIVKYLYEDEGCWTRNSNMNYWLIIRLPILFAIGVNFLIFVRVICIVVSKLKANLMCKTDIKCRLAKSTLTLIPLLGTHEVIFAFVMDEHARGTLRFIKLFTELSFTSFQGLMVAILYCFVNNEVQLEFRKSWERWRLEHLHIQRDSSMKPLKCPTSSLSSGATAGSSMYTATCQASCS
#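 Constitutively active GLP-1R drives a cAMP-responsive luciferase in stably transfected HEK293 cells; test compounds are added after overnight (12 h) attachment and left 24 hr, and signal loss in luminescence marks inhibition.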
# aSyn yeast inh: rescues yeast growth from alpha-synuclein toxicity; Yeast expressing alpha-synuclein, growth rescue, BacTiter-Glo, 24 h; Potency, µM (series often up to 46.1 µM), inactives show top-dose growth rescue (activation), hits mostly activators; hit rate 0.14% among 370,000; AID 652106; note: potency is the fitted concentration of half-maximal effect; % of control where 0% means no effect; nearly all actives have a fitted effect of over 65% in size
#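 Rescue of yeast growth: cells expressing toxic alpha-synuclein, induced in galactose at OD600 0.02, incubated with compound 24 h at 30 C. ATP luminescence quantified growth; inhibitors of toxicity appear as activators.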
# PTHR1 ag: activates the human parathyroid hormone receptor PTHR1 | Q03431 | HEK293 GP2 PTHR1 cells, GloSensor cAMP luminescence, 1 h | Potency, µM (doses to about 115 µM), inactives show at the top dose activation, most hits filed as activators | hit rate 0.075% among 410,000 | AID 743266; note: potency is the fitted concentration of half-maximal effect; nearly all actives have a fitted effect of over 55% in size; some results filed as inactive show a strong effect at the top dose; inactives centre near -15; many of its hits are not listed in these tables
# Target sequence (Q03431 whole entry, looked up): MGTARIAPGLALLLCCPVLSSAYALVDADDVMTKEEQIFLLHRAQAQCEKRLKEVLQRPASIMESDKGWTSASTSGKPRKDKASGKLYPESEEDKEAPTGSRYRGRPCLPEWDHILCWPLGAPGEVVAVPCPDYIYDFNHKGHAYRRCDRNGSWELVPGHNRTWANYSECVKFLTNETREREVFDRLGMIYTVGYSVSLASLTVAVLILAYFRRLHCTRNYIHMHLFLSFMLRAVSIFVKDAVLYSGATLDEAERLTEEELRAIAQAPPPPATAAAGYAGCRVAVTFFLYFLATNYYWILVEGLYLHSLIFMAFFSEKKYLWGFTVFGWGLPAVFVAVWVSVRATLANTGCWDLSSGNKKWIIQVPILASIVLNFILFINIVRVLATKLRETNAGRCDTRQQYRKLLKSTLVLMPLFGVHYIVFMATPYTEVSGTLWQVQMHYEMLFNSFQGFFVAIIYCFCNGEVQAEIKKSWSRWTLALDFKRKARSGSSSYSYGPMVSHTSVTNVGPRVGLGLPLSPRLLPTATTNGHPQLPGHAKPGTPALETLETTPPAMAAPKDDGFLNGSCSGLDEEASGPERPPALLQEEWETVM
#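 HEK-293-derived GP2 cells expressing PTHR1 and a GloSensor cAMP reporter, 3,000/well, plated overnight, given luciferin plus IBMX (each 0.5 mM as added) for 1 h at 37 °C, then compound for 1 h at 37 °C. Luminescence was read after 15 min at room temperature.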
# TDP43 rescue: inhibitors of TDP-43 toxicity in yeast; hit rate 1.8% among 410,000; AID 652104; Potency, µM (top dose mostly 46.1 µM), for the others: at the top dose growth rescue (activation), usual class: activators; TDP-43 expressing yeast growth rescue, BacTiter-Glo, 24 h; note: potency is the fitted concentration of half-maximal effect; % of control where 0% means no effect; nearly all actives have a fitted effect of over 50% in size
#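 Luminescence from BacTiter-Glo reports growth of TDP-43-expressing yeast after 24 hr at 30 deg C with compound. Cells were raffinose-pregrown to mid-log, then seeded in galactose medium at OD600=0.02.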
# GLP1R ag: GLP-1 receptor (human) agonism | HEK293 GLP-1R CRE-luciferase, luminescence, 4-6 h; cells express a hypersensitive GLP-1R form | Potency, µM (series often up to 45.6 µM), without a hit: at the top dose activation, usual class: activators | hit rate 0.007% among 380,000 | P43220; note: potency is the fitted concentration of half-maximal effect; % of control where 0% means no effect
# Akt phos inh: Akt phosphorylation inhibition; Neuro2A IGF-stimulated pAkt S473 HTRF, 20 min; stronger effect = lower value; activity change, % for hits at 50 µM; hit rate 0.32% among 360,000; in the data active = activity change below about -80%; inconclusive = mostly about -51% to -80%; note: % is set by controls: 0 for no effect and ±100 for the full control effect
#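 Neuro2A cells in DMEM with 0.5% FBS, overnight at 37 deg C, given compound at single 50 µM final, then IGF (6 nM final) for 20 min at 37 deg C. Lysed; phospho-Akt Ser473 by HTRF after 24 h, 665/615 ratio.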
# Numbers without * were called inactive; i = inactive; ? = inconclusive; nt = not tested or not shown; [ ] = another dose, or the depositor's remark. Unless noted, calls come from the whole dose curve; as a rule, active = well fitted curve in the direction sought with a large enough effect; inconclusive = small, poorly fitted or top-dose-only effect, or another doubt; inactive = no such curve, though single readings can be large; an effect the other way counts as inactive or inconclusive. A portion of the library; count on the stated rates, not on these rows.
compound | Abeta rescue | DRD3 antagonist | FUS yeast rescue | GLP1R inv ag | aSyn yeast inh | PTHR1 ag | TDP43 rescue | GLP1R ag | Akt phos inh
Cc1ccc(S(=O)(=O)N2C[C@H]3C(=O)C[C@@H](c4ccc(Cl)cc4)N(S(=O)(=O)c4ccc(C)cc4)[C@H]3C[C@H]2c2ccccc2)cc1 | -3.9% | 0.0 | 4.1% | -3.0% | -3.2% | -18.3% | 23.6% | 6.7% | i
NC(=O)C1CCN(c2ncc(C(F)(F)F)cc2Cl)CC1 | -15.2% | 3.8 | 7.5% | 3.7% | -0.2% | i | -24.4% | 1.2% | i
Cc1cccc(C(=O)OCC(=O)c2ccc3c(c2)NC(=O)CO3)c1 | -10.0% | 0.2 | nt | 0.0% | 1.2% | -25.0% | 2.3% | 0.6% | i
CCC(=NCc1ccc(Cl)c(Cl)c1)c1nc(-c2ccco2)oc1O | 10.7% | 9.5 | 1.5% | ? | 9.2% | -40.2% | 14.1µM* | 17.3% | i
COc1cc2nc(NCCC(C)C)n3nc(-c4ccccc4)nc3c2cc1OC | -22.5% | nt | 3.2% | -1.4% | nt | -35.8%[inhibitor] | 5.5% | nt | nt
Cc1cccc(C(O)c2ncc(-c3ccc(C(F)(F)F)cc3)[nH]2)c1C (configuration not stated) | -10.5% | 6.8 | -22.2% | ? | -4.6% | -42.6%[inhibitor] | 18.9% | 7.6% | i
CSc1ncc(Cl)c(C(=O)Nc2ccc(S(=O)(=O)N3CCC(C)CC3)cc2)n1 | -9.6% | nt | 16.6% | ? | nt | -14.3% | 13.8% | nt | nt
CC(=O)c1ccc(O)c(CC=C(C)C)c1 | 10.5% | 9.1 | -31.7% | 8.3% | 2.1% | -16.8% | 22.9% | -6.0% | i
Cc1cccc(S(=O)(=O)c2cn(C)c3cc(N4CCC(C)CC4)c(F)cc3c2=O)c1 | -10.3% | nt | -1.0% | 1.9% | nt | 1.3% | 16.9% | nt | nt
COc1ccc(C2C(C#N)=C(N)Oc3cc(C)n(Cc4ccco4)c(=O)c32)cc1 (configuration not stated) | 1.8% | -10.0 | 44.0% | 17.1% | 8.2% | i | -4.4% | -8.1% | i
CCOC(=O)c1[nH]c2ccccc2c1NC(=S)Nc1cccc(C)c1C | 2.7% | -15.2 | -11.7% | 11.0% | -1.2% | -2.4% | 26.0% | 14.7% | i
O=S(=O)(Nc1ccc2ccccc2c1)c1ccccc1 | -17.2% | -20.0 | nt | -16.7% | 3.4% | i | ? | 3.3% | i
COc1cc(C(=O)N/N=C/c2cn(Cc3ccccc3)c3ccccc23)ccc1O | 14.0% | -15.1 | 19.8% | 35.2%[activator] | 0.5% | -7.2% | 29.2% | -5.2% | i
Cc1cc(Cl)ccc1-n1c(-c2cccnc2)n[nH]c1=S | 10.3% | ? | ? | 12.0% | -1.8% | ? | 4.1% | -1.9% | i
CCN(CC)CCn1c2ccc(Cl)cc2c2nc(C)sc21 | -56.9%[inhibitor] | -12.1 | -8.2% | ? | -8.3% | -17.5%[57.5 µM] | 12.8% | -1.8% | i

# The closing two compounds of the section before are carried over, then new ones follow:
compound | Abeta rescue | DRD3 antagonist | FUS yeast rescue | GLP1R inv ag | aSyn yeast inh | PTHR1 ag | TDP43 rescue | GLP1R ag | Akt phos inh
Cc1cc(Cl)ccc1-n1c(-c2cccnc2)n[nH]c1=S | 10.3% | ? | ? | 12.0% | -1.8% | ? | 4.1% | -1.9% | i
CCN(CC)CCn1c2ccc(Cl)cc2c2nc(C)sc21 | -56.9%[inhibitor] | -12.1 | -8.2% | ? | -8.3% | -17.5%[57.5 µM] | 12.8% | -1.8% | i
CCN(c1ccccc1)S(=O)(=O)c1ccc(OC)c(NC(=O)c2ccccc2OC)c1 | 0.0% | 5.4 | -10.7% | 11.6% | 1.8% | -10.2% | -18.2% | 3.7% | i
O=C(COC(=O)/C=C/c1cccc(F)c1)NC1CCCC1 | -5.7% | -19.3 | nt | 10.6% | 2.7% | -0.9% | -4.2% | 0.6% | i
CN(c1ccccc1)c1ncccn1 | -4.9% | 26.2 | 1.8% | -3.4% | 0.6% | i | 12.4% | -1.6% | i
Cc1nn(C)c(C(=O)Sc2ccccc2)c1[N+](=O)[O-] | -34.1%[inhibitor] | -21.1 | -1.6% | 2.2% | 0.3% | i | 12.0% | 0.7% | i
O=C(CCS(=O)(=O)c1cc2c3c(c1)CCN3C(=O)CC2)NCc1ccc(F)cc1 | -3.5% | nt | 7.5% | 10.0% | nt | -19.4% | 13.0% | nt | nt
O=S(=O)(Nc1nc2ccccc2[nH]1)c1ccccc1 | 36.4% | -55.1* | -0.9% | -7.5% | 16.9% | -7.2%[57.5 µM] | 19.2% | 0.2% | i
COc1ccc(S(=O)(=O)CCC(=O)Nc2c(C)n(C)n(-c3ccccc3)c2=O)cc1 | 6.8% | -20.2 | -3.1% | 5.0% | -1.5% | -12.9% | -12.2% | 0.3% | i
CSCCC(NC(=O)c1ccccc1Cl)C(=O)N1CCCCCCC1 (configuration not stated) | 4.0% | -2.1 | 11.0% | -6.7% | -0.3%[1.84 µM] | i | 10.2% | 12.3% | i
CC(C)OCCCNC(=O)C(Cc1ccccc1)NS(=O)(=O)c1ccc2c(c1)CCC(=O)N2 (configuration not stated) | -15.8% | 0.0 | 7.2% | 12.4% | 2.3% | -1.2% | -0.3% | -5.2% | i
CCOc1ccc(NC(=O)C(CC)n2c(=O)c(-c3ccccc3NC(C)=O)nc3ccccc32)cc1 (configuration not stated) | -3.0% | nt | ? | -6.8% | nt | -23.4% | 20.2% | nt | nt
Cc1c(C(=O)N2CCOCC2)sc(NC(=O)c2ccc3c(c2)OCO3)c1C#N | 3.6% | 14.9 | -1.0% | 30.1% | -0.7% | -9.2% | -11.6% | -6.1% | i
COc1ccccc1NC(=O)c1nn(-c2ccccc2)ccc1=O | -1.4%[9.22 µM] | 31.0 | -38.7% | 3.1% | 0.1% | i | 27.9% | -6.6% | i
COc1ccccc1CNC(=O)c1ccc2c(c1)OCO2 | -15.5% | -8.8 | -38.3% | 0.1% | 1.3% | -28.6% | 7.8% | 18.7% | i
CCc1cc(C(=O)Nc2cc(Cl)ccc2N2CCN(C)CC2)sc1C | 11.4% | 0.0 | 4.8% | -21.2% | 5.7% | ? | -19.3% | 18.7% | i
CCCCn1c(SCC(=O)NC2CC2)nc2ccccc2c1=O | 13.4% | 4.2 | 20.3% | 23.6% | -0.9% | -37.7%[inhibitor] | 9.1% | -5.7% | i
CC(=O)c1ccccc1OC(=O)c1c(F)cccc1F | -8.8% | 52.7 | 1.8% | 16.9% | -3.0% | -16.9% | 0.1% | 2.6% | i
O=C(COc1ccc(Cl)cc1)NCC(c1ccco1)S(=O)(=O)c1ccc(Cl)cc1 (configuration not stated) | 6.6% | nt | 32.3% | ? | nt | -39.9%[inhibitor] | 35.5µM* | nt | nt
CCC1=NC(c2ccc(OC)cc2)N(O)C1(C)C (configuration not stated) | 4.3% | -29.6 | -28.2% | 19.4% | -0.1% | -0.4%[57.5 µM] | -7.7% | -0.4% | nt
O=C(OCc1cn([C@H]2CN(C(=O)C3CCCCC3)[C@@H](c3ccc(Cl)cc3)C[C@@H]2O)nn1)c1ccccc1 | 1.9% | -5.2 | ? | 11.2µM* | -0.1% | -34.0%[inhibitor] | 22.9% | 1.1% | i
CCOC(=O)/C(N=Nc1ccc(F)cc1)=C(/O)c1ccc([N+](=O)[O-])cc1 | 11.5% | 8.0 | 4.9% | 29.6% | -0.3% | -15.7% | 10.3% | 0.6% | i
CCOC(=O)c1cccc(NC(=O)CCNS(=O)(=O)c2cc(Br)cnc2N)c1 | -7.4% | -7.9 | -5.6% | ? | -2.6% | -15.0% | -10.6% | -0.7% | i
CCOC(=O)c1c(-c2ccc(OC)cc2)oc2c1C(OC(C)=O)CCC2 (configuration not stated) | -0.4% | -23.8 | 12.3% | 6.6% | -4.0% | i | 0.0% | 23.9% | i
CC(C(=O)O)n1c(C(F)(F)F)nc2ccccc21 (configuration not stated) | 10.1% | 15.5 | 6.0% | 12.4% | -2.2% | i | -4.0% | -4.1% | i
Cc1ccc(OCC(=O)OCc2cc(=O)n3ccsc3n2)cc1C | -1.4% | nt | 11.0% | 1.0% | nt | 12.7% | 9.7% | nt | nt
O=C(Oc1ccc(OC(=O)N2CCCCC2)cc1)c1ccccc1 | -13.3% | -21.7 | -0.9% | 1.3% | 2.0% | 15.3%[57.5 µM] | -17.9% | -1.9% | i
O=C(O)C1CCCCC1C(=O)NCCCn1ccnc1 (configuration not stated) | -0.1% | 6.9 | 22.9% | 0.0% | 2.3% | -9.8%[57.5 µM] | -8.1% | -6.9% | i
Cc1ccc(/C=C/c2onc(C)c2S(=O)(=O)N2CCC(C(=O)Nc3cc(C)ccc3C)CC2)cc1 | -11.7% | nt | -3.3% | 5.6% | nt | -16.8% | 21.4% | -0.3% | nt
CC(C)Oc1cccc(C(=O)Nc2nnc([C@@H]3C[C@H](O)[C@@H](CO)O3)s2)c1 | -11.8% | 0.6 | -25.1% | 2.6% | -0.8% | -1.7% | ? | -6.1% | i

# 3 entries from above, arranged by their value in DRD3 antagonist, largest number first.
Structure | DRD3 antagonist | GLP1R inv ag | PTHR1 ag | GLP1R ag | Akt phos inh
CCOC(=O)/C(N=Nc1ccc(F)cc1)=C(/O)c1ccc([N+](=O)[O-])cc1 | 8.0 | 29.6% | -15.7% | 0.6% | i
O=C(OCc1cn([C@H]2CN(C(=O)C3CCCCC3)[C@@H](c3ccc(Cl)cc3)C[C@@H]2O)nn1)c1ccccc1 | -5.2 | 11.2µM* | -34.0%[inhibitor] | 1.1% | i
CCOC(=O)c1c(-c2ccc(OC)cc2)oc2c1C(OC(C)=O)CCC2 (configuration not stated) | -23.8 | 6.6% | i | 23.9% | i
